Compound activity (PubChem BioAssay)
GPR35 arrestin U2OS: GPR35 antagonists blocking zaprinast-driven arrestin recruitment, primary screen, imaging, U2OS, beta-arrestin-GFP, zaprinast agonist (AID 2058). U2OS GPR35 beta-arrestin-GFP translocation imaging, zaprinast antagonism; higher % means a stronger effect. one-dose inhibition, % at 10 µM; IC50 in µM for titrated hits. G-protein coupled receptor 35 (Homo sapiens). 290,000 compounds, 0.052% hits;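 active = inhibition of at least 50% with at least 30 cells and total cytoplasm GFP at most 10,000,000; inconclusive = under 30 cells or total GFP of 10,000,000 plus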
GPR55 antagonists: GPR55 antagonists blocking LPI-driven arrestin recruitment, primary screen, imaging, U2OS, beta-arrestin-GFP, LPI agonist (AID 2013) | U2OS GPR55 beta-arrestin-GFP translocation imaging, LPI antagonism; higher % means a stronger effect | 290,000 compounds, 0.13% hits | inhibition, % at 10 µM, or IC50 in µM where a hit was titrated;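 active = spots per cell inhibited over 60%, with over 100 cells counted and total cytoplasm intensity under 500,000; inconclusive = wells with under 100 cells, flagged as likely toxic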;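 note: U2OS cells stably carrying GPR55 and arrestin-GFP stimulated by 5 µM LPI near EC80; imaged beta-arrestin-GFP aggregate spots per cell after agonist stimulation; plate controls were LPI-stimulated DMSO wells for no effect and DMSO wells without LPI for full effect; some results filed as inactive read as strong as hits; confirmed hits need IC50 under 10 µM and bright autofluorescent wells are also inconclusive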
Rac1 GTP hydrolysis: MgcRacGAP GTPase-activating activity inhibitors, confirmation, biochemical, ADP Hunter fluorescence; Rac GTPase-activating protein 1 (Homo sapiens); MgcRacGAP-stimulated Rac1 GTP hydrolysis, ADP Hunter fluorescence; higher % means a stronger effect; GST-tagged Rac1 F28L mutant substrate; AID 624330, 2012; inhibition, % at 30 µM; hits with a dose series show IC50 in µM; 340,000 compounds, 0.6% hits;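 active = first-screen hits whose inhibition reached a set limit at any dose in the follow-up dose series; inconclusive = inhibition above the set first-screen limit but never retested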;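 note: fluorescence reports GDP produced by GAP-driven GTP hydrolysis; strong numbers were not always called active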
LYP inhibition: inhibitors of LYP phosphatase, biochemical, fluorescence intensity, uHTS (AID 1779). one-dose inhibition, % at 11.5 µM; IC50 in µM for titrated hits. 290,000 compounds, 0.054% hits. recombinant LYP phosphatase, fluorescence intensity; higher % means a stronger effect; in the data active = inhibition above about 50%;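 note: plate controls were vehicle with enzyme for no effect and no enzyme for full effect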
GPR55 beta-arrestin: GPR55 agonists via beta-arrestin recruitment, primary screen, imaging, U2OS cells, beta-arrestin-GFP redistribution (AID 1961); G-protein coupled receptor 55 (Homo sapiens); U2OS GPR55 beta-arrestin-GFP redistribution imaging; higher % means a stronger effect; one-dose activation, % at 10 µM; EC50 in µM for titrated hits; 290,000 compounds, 0.048% hits;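 active = activation above 40% with more than 50 cells counted in the well; inconclusive = wells holding fewer than 50 cells, flagged as toxic or sparse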;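 note: U2OS osteosarcoma cells stably expressing GPR55 and beta-arrestin-GFP; plate controls were DMSO negative control for no effect and LPI positive control for full effect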
T cell HTS: modulators of CD8 T cell-vesicle binding, primary screen, mouse 2C CD8+ T cells, flow cytometry; 330,000 compounds, 0.068% hits; calls only at 7 µM; 2C CD8+ T cell-vesicle binding; stronger effect = lower value; AID 2052, 2009;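 active = response, share of CD8 T cells binding vesicles, and their 90th percentile fluorescence all below set limits, cut at about 80% in these data, passing the limit was not always enough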
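Read-out – percent CD8+ FL2 mean versus row control · System – murine 2C transgenic CD8+ T lymphocytes · Times – 1.5 h cell–vesicle binding at 37 °C, then 20 min icy labelling · Control set – naked vesicles low, QL9 vesicles with vehicle high · Detection – cytometric PE anti-B7-1 and Alexa647 anti-CD8 signals after 1% paraformaldehyde fixation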
Lipid droplet: inhibitors of hepatocyte lipid droplet formation, primary screen, imaging, high-throughput imaging, BODIPY stain. AML12 mouse hepatocytes, oleate lipid droplets. inhibition, % at 6.5 µM. 240,000 compounds, 0.4% hits. AID 1656, 2009;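 active = lipid droplet intensity inhibited by at least 50%, with more than 500 cells counted; inconclusive = wells with under 300 cells, treated as cytotoxic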
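Assay system: AML12 hepatocytes (mouse) / Also added: 100 µM oleic acid challenge / Times: overnight treatment with compound plus oleate / Detection: high-content imaging of BODIPY-stained droplets and DAPI nuclei / Evaluation: % inhibition of lipid droplet signal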
NTR1 ag: agonists of NTR1, primary screen, imaging, U2OS cells, beta-arrestin-GFP, high content (AID 493036). Neurotensin receptor type 1 (Homo sapiens), P30989. NTR1-U2OS beta-arrestin-GFP spot imaging, agonist mode. activation, % at 20 µM. 330,000 compounds, 0.17% hits;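 active = activation at or above 40% of the spot to cytoplasm intensity ratio, with at least 20 cells analyzed; inconclusive = wells under 20 cells, flagged as cytotoxic or low count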;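 note: 0% = DMSO without peptide and 100% = 100 nM NTR1 peptide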
Target sequence (P30989 whole entry, looked up): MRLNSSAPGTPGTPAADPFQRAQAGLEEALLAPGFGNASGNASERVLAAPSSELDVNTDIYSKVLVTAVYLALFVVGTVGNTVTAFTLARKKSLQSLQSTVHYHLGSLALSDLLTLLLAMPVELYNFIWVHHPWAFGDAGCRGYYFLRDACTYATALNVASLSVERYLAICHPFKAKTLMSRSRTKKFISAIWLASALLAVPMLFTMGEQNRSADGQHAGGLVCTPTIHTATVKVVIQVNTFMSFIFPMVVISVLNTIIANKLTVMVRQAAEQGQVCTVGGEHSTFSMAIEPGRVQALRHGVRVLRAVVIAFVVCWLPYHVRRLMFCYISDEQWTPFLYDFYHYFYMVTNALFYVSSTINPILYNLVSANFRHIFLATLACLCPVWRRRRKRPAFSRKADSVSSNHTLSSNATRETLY
SV40 large T antigen: SV40 large T antigen inhibitors, biochemical (AID 1903). inhibition, % at 20 µM; hits with a dose series show IC50 in µM. SV40 large T antigen ATPase/helicase inhibition assay; higher % means a stronger effect. 310,000 compounds, 0.39% hits; in the data active = a potency from the dose series; inconclusive = inhibition mostly from about 32% at the one dose, without a potency; inactive = the rest, 99 in 100 with inhibition below about 32%; note: strong numbers were not always called active
Lipid droplet cells 6.5 µM: also measured in Lipid droplet; calls as there; cell count; measured here: cell count, cytotoxicity flag;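 cells counted across two imaged fields per well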
T cell HTS vesicle-bound %: also measured in T cell HTS; calls as there; double positive events, %; measured here: CD8+ vesicle-bound cell fraction;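 binding gate set so that unloaded-vesicle control wells show 10% double positive cells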
NTR1 ag cell count 20 µM: further read-out of NTR1 ag, marked with its call; cell count; measured here: cell count, cytotoxicity flag
* marks the source's active call; other numbers are inactive results; i = inactive; u = inconclusive; x = not tested or not shown.

SMILES	GPR35 arrestin U2OS	GPR55 antagonists	Rac1 GTP hydrolysis	LYP inhibition	GPR55 beta-arrestin	T cell HTS	T cell HTS vesicle-bound %	Lipid droplet	Lipid droplet cells 6.5 µM	NTR1 ag	NTR1 ag cell count 20 µM	SV40 large T antigen
COCCCNc1oc(COc2ccc(Cl)cc2Cl)nc1C#N	-22%	9%	10%	0%	-0.2%	i	52	x	x	0.0	37	15%
CCCCN(Cc1ccccc1)C(=O)C1CCCN(S(=O)(=O)c2cnc[nH]2)C1 (stereo not given)	-9%	-5%	10%	-10%	-0.1%	i	38	x	x	-1.8	47	3%
O=C(NCC(c1ccco1)N1CCc2ccccc2C1)c1ccccc1Cl (stereo not given)	x	x	4%	x	x	i	32	x	x	0.3	50	13%
CCOc1c(O)ccc(/C=C2\SC(=S)NC2=O)c1[N+](=O)[O-]	-15%	-3%	u	-2%	-0.1%	i	67	-9	715	0.1	27	u
Cc1ccc(S(=O)(=O)N2CCC(C(=O)N/N=C/c3ccccc3[N+](=O)[O-])CC2)cc1	8%	-1%	4%	-2%	0.1%	i	51	0	489	3.0	44	6%
COC(=O)c1sccc1N(C)S(C)(=O)=O	8%	8%	5%	-8%	-0.1%	i	31	4	527	-1.3	17	12%
O=S(=O)(NCC1CCCO1)c1cc(Br)c(Br)s1 (stereo not given)	6%	-17%	5%	-4%	-0.1%	i	25	-2	665	0.3	43	-5%
Cc1nc(/N=C(\N)NC(=O)NC2CCCCC2)nc2ccccc12	-5%	-2%	4%	-10%	0.3%	i	43	37	719	14	59	7%
Cc1cc(N2CCOCC2)nc(SCc2ccc(Cl)cc2Cl)n1	7%	-1%	5%	-5%	0.3%	i	16	x	x	5.9	41	11%
CCN(CC)S(=O)(=O)c1cccc(C(=O)NC(C(=O)Nc2nnc(C)s2)C(C)C)c1 (stereo not given)	-3%	8%	12%	2%	0.0%	i	55	-1	757	0.8	64	11%
CSc1ncccc1C(=O)NCCc1ccc(S(N)(=O)=O)cc1	0%	3%	10%	-2%	-0.1%	i	22	-2	789	-0.2	75	12%
CCC(=O)Nc1ccc(NC(=S)Nc2ccccc2)cc1	3%	11%	8%	-6%	0.2%	i	22	2	664	0.1	53	34%
COc1ccc(/C=N/NC(=O)CCN2CCCCC2c2cccnc2)cc1Cn1cc([N+](=O)[O-])cn1 (stereo not given)	-13%	11%	9%	-5%	0.3%	i	36	-10	721	-0.5	63	9%
O=C(COC(=O)/C=C/c1ccco1)NCc1ccco1	0%	12%	8%	0%	-0.6%	i	2	12	721	-0.8	33	15%
COc1ccc(-c2cc3nc[nH]c(=O)c3s2)cc1	-3%	14%	3%	-16%	0.3%	i	61	-3	772	-0.2	75	-4%
Cc1ccsc1/C=N/NC(=O)c1sccc1C	2%	19%	2%	-2%	-0.1%	i	38	x	x	1.0	64	8%
COc1cccc(CN2CCNC(=O)C2CC(=O)N2CCOc3ccccc3C2)c1OC (stereo not given)	8%	6%	x	-1%	0.0%	i	36	-17	708	-0.8	22	2%
Cn1c(N/N=C/c2c[nH]c3ccccc23)nc2ccccc21	5%	1%	44µM*	-6%	0.0%	i	69	x	x	0.2	52	29%
Cn1c(=O)[nH]c(=O)c2c1nc(N1CCOCC1)n2CC(O)COc1ccccc1 (stereo not given)	-1%	-1%	13%	-1%	0.6%	i	18	x	x	1.7	45	2%
COc1ccc(/C=N/NC(=O)c2[nH]c3ccc(Br)cc3c2-c2ccccc2)cc1	2%	-4%	-1%	-1%	0.4%	i	56	u	x	6.2	104	19%
NC(=S)N/N=C/c1coc2cc(Br)ccc2c1=O	4%	2%	3%	-7%	0.2%	i	21	-7	691	0.3	45	2%
COCCNC(=O)CCc1nc2cccnc2n1Cc1ccc(OC)cc1	-11%	3%	7%	-7%	-0.2%	i	60	-1	822	-0.2	65	11%
Cc1[nH]c2ccccc2c1/C=N/NC(=O)c1cc(-c2ccncc2)nc2ccccc12	-7%	-13%	11%	-12%	0.3%	i	30	-26	674	6.5	47	8%
CC1CCN(C(=O)c2cc3ccccc3o2)CC1	6%	1%	6%	0%	-0.3%	i	38	2	752	-3.2	92	7%
O=C(CCN1C(=O)c2cccc3cccc(c23)C1=O)NCc1ccco1	14%	24%	7%	-2%	0.0%	i	66	4	686	1.0	99	5%
COc1cccc(OCc2cc(C(=O)N(C)CCC3CCCCO3)no2)c1 (stereo not given)	1%	-7%	9%	-7%	0.0%	i	22	-3	819	1.7	50	-2%
Cc1ccc(NC(=O)CS(=O)(=O)c2cn(CC(=O)N3CCOCC3)c3ccccc23)cc1	-15%	6%	-5%	-5%	-0.1%	i	29	-9	703	0.3	55	11%
COc1ccc(C(=O)Oc2cc(OC)cc(OC)c2C(C)=O)cc1	-6%	-4%	5%	-2%	-0.1%	x	x	-9	708	-0.6	78	-28%
Cc1ccc(-n2c(=O)cc(N3CCc4ccccc4C3)[nH]c2=O)cc1	5%	0%	10%	-2%	-0.3%	x	x	-9	756	0.7	48	8%
CCCOc1ccc(C2Nc3cccc4cccc(c34)N2)cc1	7%	7%	13%	-4%	-0.1%	i	64	-9	827	2.4	62	25%
C/C(CC(=O)Nc1ccc(C)c(Cl)c1)=N\NC(=O)c1cccc(O)c1	-3%	4%	6%	-9%	-0.1%	i	50	3	778	-2.4	55	3%
O=C1COc2ccccc2N1Cc1ccc(Cl)cc1	2%	-8%	15%	-7%	0.2%	i	28	-1	835	0.2	52	8%
OC1(c2cccc(C(F)(F)F)c2)CCN(CCN2CCCCC2)CC1	10%	1%	-2%	-4%	0.4%	i	32	3	805	-0.2	42	28%
O=C(CSc1nnc(CNC(=O)c2ccccc2F)o1)NCc1ccco1	8%	2%	-4%	-12%	0.0%	i	34	3	635	-0.7	58	7%
COC(=O)c1cn(-c2ccccc2)nc1-c1ccc(OC)c(OC)c1	-14%	-2%	1%	-7%	-0.1%	i	17	x	x	0.0	52	0%
COc1ccc(N2CCN(CCCNC(=O)C3CCCN(S(=O)(=O)c4c(C)n[nH]c4C)C3)CC2)cc1 (stereo not given)	-2%	6%	12%	-6%	0.1%	i	56	9	703	1.4	59	13%
CSCc1ccc(C(=O)NCc2ccc(F)cc2)cc1	-6%	0%	2%	-6%	-0.1%	i	12	0	635	2.8	62	3%
O=C(Nc1nc2ccccc2s1)C1CCCO1 (stereo not given)	8%	-24%	3%	-12%	-0.3%	i	43	x	x	1.0	90	-4%
CCO[C@H]1OC(C(=O)N2CCN(C)CC2)=C[C@@H](c2coc3ccccc3c2=O)[C@@H]1CCCO	-8%	-6%	12%	-6%	-0.2%	i	51	-1	673	-1.4	95	15%
Cc1cccc(-c2csc(N)c2C(=O)OC(C)C)c1	14%	-15%	13%	3%	-0.4%	i	29	12	731	-0.6	72	7%

3 entries out of the list above, arranged by the number in T cell HTS vesicle-bound %, falling:
| structure | T cell HTS vesicle-bound % |
| --- | --- |
| Cc1ccc(S(=O)(=O)N2CCC(C(=O)N/N=C/c3ccccc3[N+](=O)[O-])CC2)cc1 | 51 |
| C/C(CC(=O)Nc1ccc(C)c(Cl)c1)=N\NC(=O)c1cccc(O)c1 | 50 |
| O=S(=O)(NCC1CCCO1)c1cc(Br)c(Br)s1 (stereo not given) | 25 |

Other compounds follow.
SMILES	GPR35 arrestin U2OS	GPR55 antagonists	Rac1 GTP hydrolysis	LYP inhibition	GPR55 beta-arrestin	T cell HTS	T cell HTS vesicle-bound %	Lipid droplet	Lipid droplet cells 6.5 µM	NTR1 ag	NTR1 ag cell count 20 µM	SV40 large T antigen
CC(=O)NC(C)C(=O)OCC(=O)c1ccc(-c2ccccc2)cc1 (stereo not given)	-6%	18%	7%	-2%	0.2%	i	20	7	689	-0.6	44	-1%
COCCNC(=O)c1cccc(OC2CCN(Cc3ccc(OC(F)F)cc3)CC2)c1	4%	-5%	9%	-7%	0.0%	i	57	-9	715	1.1	64	8%
CCOC(=O)C1CCCCN1Cc1cccc(C(F)(F)F)c1 (stereo not given)	9%	16%	11%	-10%	0.0%	i	14	3	744	1.1	53	13%
CCOc1ccc(-c2noc(CCCC(=O)NC3CCCC3)n2)cc1OC	-1%	-13%	6%	-5%	-0.1%	i	18	-20	791	-2.2	45	12%
O=C(CN1C(=O)NC2(CCCC2)C1=O)Nc1ccc(Cl)cc1F	-2%	-1%	3%	-6%	-0.1%	i	31	-2	799	-0.6	42	4%
CN(C(=O)COC(=O)c1ccc(NS(=O)(=O)c2cccs2)cc1)C1CCCCC1	0%	0%	-23%	4%	-0.3%	i	57	-3	615	3.0	86	-3%
Cc1nn(-c2ccccc2)c(N2CCCC2)c1/C=N/NC(=O)c1cc(-c2ccccn2)nc2ccccc12	3%	0%	4%	7%	0.2%	i	32	-4	655	3.4	41	4%
C=CCN1C(=O)CS/C1=N\N=C\c1cccc([N+](=O)[O-])c1	-5%	15%	6%	-9%	-0.2%	i	47	-22	718	-0.6	84	24%
COc1ccc(CN2C(=O)CN(C3CCCCCC3)C(=O)C2c2ccc(OC)c(OC)c2)cc1 (stereo not given)	-7%	9%	11%	-7%	0.2%	i	40	x	x	-0.5	54	6%
Cc1ccccc1-n1nc(C)c2cc(C(=O)NC3CC3)sc21	1%	22%	5%	-5%	0.3%	i	38	x	x	0.4	86	6%
Cc1ccc2c(c1)NC(=O)C(CC(=O)NCCCN1CCCCC1)O2 (stereo not given)	-10%	-2%	0%	-6%	-0.1%	i	60	x	x	-1.9	62	6%
C=CCn1c(Oc2ccc(C=O)cc2OCC)nc2c1c(=O)n(C)c(=O)n2C	4%	9%	6%	-9%	0.0%	i	27	x	x	0.7	99	8%
